# Eya2 inh = Eya2 (human) phosphatase inhibition. O00167. recombinant Eya2, OMFP fluorescence dephosphorylation (OMFP is methylfluorescein phosphate). Potency, µM (series often up to 76.9 µM), inactives show at the highest dose activity, negative = inhibition, actives largely listed as inhibitors. 330,000 tested, 0.006% active; further: potency means the concentration at half of the fitted maximal effect; on the % scale 0 is the no-effect control and ±100 the full control effect
# Target sequence (O00167 whole entry, looked up): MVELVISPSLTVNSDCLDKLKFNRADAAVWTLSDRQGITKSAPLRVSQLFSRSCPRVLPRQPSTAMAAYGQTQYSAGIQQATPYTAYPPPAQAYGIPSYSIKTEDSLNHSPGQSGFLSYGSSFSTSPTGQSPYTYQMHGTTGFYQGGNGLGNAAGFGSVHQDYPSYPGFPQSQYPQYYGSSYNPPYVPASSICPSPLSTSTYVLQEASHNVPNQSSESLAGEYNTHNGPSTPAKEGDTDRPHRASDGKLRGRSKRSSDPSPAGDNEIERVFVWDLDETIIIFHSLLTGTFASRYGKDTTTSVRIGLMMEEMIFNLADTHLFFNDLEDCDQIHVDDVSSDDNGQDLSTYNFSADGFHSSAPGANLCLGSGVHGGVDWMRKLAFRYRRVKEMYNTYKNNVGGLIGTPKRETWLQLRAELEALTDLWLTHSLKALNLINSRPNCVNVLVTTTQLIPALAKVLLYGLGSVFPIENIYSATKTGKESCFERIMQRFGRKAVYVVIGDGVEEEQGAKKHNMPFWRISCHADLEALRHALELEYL
#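 Eya2 protein (added as 0.2 uM solution) was preincubated with compound for 10 min at ambient temperature in 50 mM HEPES pH 7.5, 50 mM NaCl, 5 uM MgCl2, 0.05% BSA, 1 mM DTT. OMFP (added at 50 uM) then reacted 10 min; fluorescence read at 485/525 nm.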
# a7 integrin act = activates integrin-mediated alleviation for muscular dystrophy; alpha7betagal myoblasts, beta-gal FDG fluorescence, 48 h; Potency, µM (doses to about 38.3 µM), for inactives: at the top dose activation, usual class: activators; 350,000 tested, 0.064% active; AID 624291;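 further: potency means the concentration at half of the fitted maximal effect; 100% = response of the positive control SU9516; nearly all actives have a fitted effect of over 60% in size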
#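 alpha7betagal+/- myoblasts (passage 13, 250/well) treated 48 h at 37C with compounds at 1:260 dilution of DMSO stock. Lysed, then beta-galactosidase activity read as FDG fluorescence (ex 480/em 540) after 30 min, with pre-read for autofluorescence.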
# TSHR antag = blocks TSH signaling through the human TSH receptor; TSHR-expressing cells, TSH-stimulated cAMP HTRF, 2 h; active compounds read low; activity change, negative = inhibition, % at 11.5 µM; 330,000 tested, 0.2% active;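 active means activity change below a set negative limit, meaning inhibition stronger than a set level, cut at about -70% in these data; inconclusive means activity change between two set negative limits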; further: on the % scale 0 is the no-effect control and ±100 the full control effect
#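 TSHR-expressing cells, 200/well, pre-treated with compound, then stimulated with EC80 TSH (4nM final) for 2 hours at 37 deg C. cAMP measured by competitive HTRF: anti-cAMP cryptate antibody in lysis buffer plus cAMP-d2, read after 30 minutes at room temperature.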
# TCR activator = T cell receptor activation; AID 504894; primary human leukocytes, anti-CD3, IL-2 HTRF, 48 h; 330,000 tested, under 10 active; Potency, µM (doses to about 9.22 µM), for inactives: top-dose activation of IL-2 secretion, most hits filed as activators; further: % of control where 0% means no effect
#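 Primary human leukocytes were stimulated with a-CD3 beads plus compounds for 48 hr without co-stimulation; secreted IL-2 was quantified by HTRF using a-IL-2-K (europium cryptate) and a-IL-2-d2, excited at 320nm with acceptor emission read at 665nm.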
# S-ASM inh = human S-ASM enzyme inhibition; AID 504937; 340,000 tested, 0.006% active; placental ASM, HMU-PC fluorogenic substrate, 60 min; Potency, µM (highest dose often 57.5 µM), for the others: top-dose activity change, negative = inhibition, most hits filed as inhibitors; further: potency means the concentration at half of the fitted maximal effect
#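 Human placenta-derived ASM enzyme was preincubated with compound for 10 minutes at room temperature, then given fluorogenic substrate HMU-PC0 (9 uM final) for 60 minutes at 37 °C; a pH 10 stop preceded fluorescence reading at Ex 386/Em 447 nm.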
# Mito fusion yeast = mitochondrial division inhibition or fusion activation; S. cerevisiae fusion-defective mutant growth rescue, CellTiterGlo 48 h; Potency, µM (highest dose often 46.1 µM), for inactives: at the highest dose growth rescue (activation), actives largely listed as activators; 320,000 tested, 0.23% active;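 further: potency means the concentration at half of the fitted maximal effect; % of control where 0% means no effect; nearly all actives have a fitted effect of over 45% in size; temperature-sensitive fusion mutants such as fzo1-1 at 37 °C on non-fermentable ethanol glycerol medium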
#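 Yeast fusion mutant, YPEG (non-fermentable carbon), compound, 48 h at 37C non-permissive; CellTiterGlo added, 10 min RT, luminescence read. Rescued growth = division inhibition.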
# PTAP TSG101 blk = blocks PTAP/TSG101 interaction to inhibit HIV-1 budding | Potency, µM (highest dose often 115 µM), without a hit: at the top dose activity change, negative = inhibition, hits mostly inhibitors | AID 493005 | 340,000 tested, under 10 active | Q99816 | Fluorescence polarization, FITC-PTAP peptide / Tsg101 binding; active means well fitted inhibition curve with a large enough effect in the main read-out, with a control signal flat, not every such curve was filed as active; inconclusive means small, poorly fitted or top-dose-only effect, or effect the other way, or a change in a side signal; inactive means no such curve, though single readings can be large or run the other way; further: potency means the concentration at half of the fitted maximal effect; % of control where 0% means no effect
# Target sequence (Q99816 whole entry, looked up): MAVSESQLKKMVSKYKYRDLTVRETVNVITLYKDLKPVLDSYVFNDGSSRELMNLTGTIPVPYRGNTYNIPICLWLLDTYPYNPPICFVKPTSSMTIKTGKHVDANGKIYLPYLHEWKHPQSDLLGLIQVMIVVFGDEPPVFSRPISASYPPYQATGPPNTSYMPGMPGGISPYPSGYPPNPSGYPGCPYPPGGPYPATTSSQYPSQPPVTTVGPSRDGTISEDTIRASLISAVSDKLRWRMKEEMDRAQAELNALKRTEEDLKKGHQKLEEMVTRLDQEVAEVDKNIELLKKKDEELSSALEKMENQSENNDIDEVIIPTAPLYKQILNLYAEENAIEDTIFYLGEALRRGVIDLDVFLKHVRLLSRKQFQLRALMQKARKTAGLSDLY
#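 Fluorescence polarization binding of Tsg101 binding domain (10 uM final) to FITC-labeled PTAP peptide (50 nM final) in HEPES pH 7.5 buffer with NaCl, Tween 20, EDTA, TCEP. Compounds added before peptide; binding 20 min at RT.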
# Tb PFK block = T. brucei PFK enzyme inhibition; T. brucei PFK, ADP-Glo luminescence; Potency, µM (titrated, usually from 57.5 µM), for the others: at the top dose activity, negative = inhibition, actives largely listed as inhibitors; 330,000 tested, 0.17% active;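 further: potency means the concentration at half of the fitted maximal effect; 0% = uninhibited 1x PFK enzyme wells and -100% = no-enzyme wells; nearly all actives have a fitted effect of over 60% in size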
#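 Activity is normalized to no-enzyme wells (full inhibition) and 1.25 nM enzyme wells (no inhibition). Reaction: 0.5 mM F6P, 0.1 mM ATP, 45 min RT, ADP-Glo luminescence; concentration-response curves fitted and classed by quality.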
# ELG1 repair inh = blocks ELG1-dependent DNA repair in HEK293T cells. AID 504467. Potency, µM (top dose mostly 46.1 µM), for the others: at the highest dose activity change, negative = inhibition, most hits filed as inhibitors. HEK293T ELG1-luciferase reporter, luminescence, 16 h; DNA damage induced by 5-fluorouridine. 330,000 tested, 2.3% active; further: potency means the concentration at half of the fitted maximal effect; on the % scale 0 is the no-effect control and ±100 the full control effect; nearly all actives have a fitted effect of over 55% in size
#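 DMSO vehicle served as the neutral condition. Each well held 2,000 cells given 5-fluorouridine plus compound; after 16 hr at 37 °C/5% CO2, ONE-Glo was added and luciferase measured 30 min later.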
# BCR signal inh = blocks chronic active B-cell receptor signaling; ABC-DLBCL IkBa-CBG/CBR reporter, luminescence ratio, 4 h; Potency, µM (titrated, usually from 46.1 µM), without a hit: top-dose ratio change, negative = lower green/red ratio, hits mostly inhibitors; 340,000 tested, 0.05% active; AID 493014; active means well fitted inhibition curve with a large enough effect in the signal ratio, with a control signal flat, not every such curve was filed as active; inconclusive means small, poorly fitted or top-dose-only effect, or effect the other way, or a change in a side signal; the % refers to the signal ratio;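 further: potency means the concentration at half of the fitted maximal effect; plate controls were basal doxycycline-induced cells for no effect and cells given 10 µM MG132 for full effect; MG132 reads +100%, hits lower the ratio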
#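 Cell line TMD8 (human ABC DLBCL), stably expressing tet-inducible CBG68-IkBa fusion and CBR; IMDM/0.5% FBS; cpd up to 46 uM; dox induction, 4 h, 37C/5% CO2; dual luminescence; green/red ratio; MG132 control.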
# AT treatment = potential ataxia-telangiectasia treatments restoring KAP-1 phosphorylation; AID 485349; Potency, µM (series often up to 57.5 µM), inactives show at the top dose activation, usual class: activators; […] A-T fibroblasts, KAP-1 phosphorylation AlphaLISA; neocarzinostatin DNA damage 30 min before lysis; 320,000 tested, 0.19% active; further: potency means the concentration at half of the fitted maximal effect; % of control where 0% means no effect; nearly all actives have a fitted effect of over 45% in size
#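 ATM-like activity read as KAP-1 phosphorylation via AlphaLISA donor/acceptor antibody pairs after lysis and 6 hr at 25C. Cells were ATM-null patient fibroblasts ([…], hTERT), dosed 60 min, then exposed to the DSB inducer NCS for 30 min.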
# The depositor's hits bear a star; ? = inconclusive; nt = not tested or not shown; & = joins results of further samples; [ ] = dose if it differs, or a comment. Unless noted, the call rests on the fitted dose curve; in most records, active means well fitted curve in the direction sought with a large enough effect; inconclusive means small, poorly fitted or top-dose-only effect, or another doubt; inactive means no such curve, though single readings can be large; an effect the other way counts as inactive or inconclusive. Compounds were not picked by outcome; about 3.2% have a hit in one of these screens.
structure,Eya2 inh,ELG1 repair inh,AT treatment,PTAP TSG101 blk,Tb PFK block,BCR signal inh,TCR activator,S-ASM inh,TSHR antag,a7 integrin act,Mito fusion yeast
COc1ccc(C2N(c3ccc(Cl)cc3)N=C(C(C)=O)N(C)N2C(C)=O)cc1 (centres undefined),-9.2%,?,5.8%,0.8%,-4.7%,-29.3%,2.2%,-10.0%,4.9,14.4%,-6.3%
CCCNC(=O)c1c(Cl)cnn1-c1ccc(C)cc1,3.8%,?,-2.9%,2.5%,-8.9%,7.2%,1.6%,-1.0%,-4.2,2.5%,8.8%
COc1ccccc1OCC(=O)N/N=C/c1c(O)ccc2ccccc12,14.8%,-20.6%,-19.6%,nt,17.5%,?,nt,nt,10.8,nt,2.8%
Cc1cc(-c2ccccc2C(=O)NCc2ccccc2)on1,3.8%,1.9%,4.6%,-4.5%,0.0%,5.9%,-0.9%,2.5%,0.7,-5.2%,-2.1%
CC(C)CC1NC(C(=O)O)Cc2c1[nH]c1ccccc21 (centres undefined),0.4%,-0.8%,1.8%,0.4%,-1.4%,9.0%,nt,18.0%,7.5,23.7%,-0.8%
CCn1cc(C(=O)O)c(=O)c2cc(F)c(N3CCN(C(=S)NC(=O)c4ccccc4Cl)CC3)cc21,-2.1%,6.0%,4.5%,-1.4%,0.6%,1.6%,-9.1%,-3.7%,-16.0,10.2%,-0.5%
CC(=O)Nc1ccc(S(=O)(=O)N(C)CC(=O)OCC(=O)N(CC(C)C)C2CCS(=O)(=O)C2)cc1 (centres undefined),-5.8%,13.9%,6.5%,1.6%,-2.7%,2.6%,-5.3%,3.4%,-3.9,1.0%,3.3%
CN1CCN(C2=Nc3ccccc3Oc3ccc(Cl)cc32)CC1,1.2%&-5.4%&-8.3%,-13.3%,1.3%,-0.4%,-0.3%&2.3%,0.8%&-4.0%,2.6%,-2.2%,-15.1&-16.1&-11.2,nt,26.6%&1.8%&9.9%
O=C(CCl)N(c1ccccc1)c1ccccc1,-0.7%,20.6µM*,0.5%,-1.5%,-1.1%,?,2.7%,-0.5%,-0.1,-66.1%[inhibitor],-7.6%
CCCCCN(C(=O)NC(=O)NCCCC)S(C)(=O)=O,21.5%[15.4 µM],4.2%,5.1%,-5.9%,0.1%,-1.3%,-3.5%,1.5%,5.0,-10.9%,2.9%
Cc1ccc(C(=O)Nc2ccsc2C(=O)O)cc1,-8.7%,?,43.3%,4.0%,10.2%,?,1.9%,10.6%,5.4,11.8%,-4.1%
CN(C)c1c(N)c(=O)oc2ccccc12,-1.6%,1.4%,-2.5%,-2.0%,0.2%,-18.7%,1.7%,-3.2%,-2.0,-6.1%,0.6%
Cc1ccc(C)c(C(=O)CC2(O)C(=O)N(C)c3ccccc32)c1 (centres undefined),-7.8%,-1.6%,nt,-4.1%,-2.7%,1.7%,13.8%,-2.6%,13.4,7.0%,0.1%
CNS(=O)(=O)c1ccc(N=Cc2c(C)[nH]n(-c3ccc(C)cc3C)c2=O)cc1,0.7%,-0.1%,8.5%,-2.2%,-1.1%,4.9%,0.0%,-3.6%,3.5,1.5%,0.8%
O=C(CSc1n[nH]c(=O)[nH]c1=O)c1ccc(Cl)cc1Cl,-4.3%,0.0%,5.4%,-10.4%,0.0%,8.4%,-13.7%,0.8%,-13.7,-16.2%,-0.6%
Cc1ccc2[nH]c(=O)c(CN(Cc3cccnc3)Cc3nnnn3CC3CCCO3)cc2c1 (centres undefined),1.7%,-1.3%,12.4%,-6.9%,2.5%,3.7%,-0.4%,1.1%,18.2,-26.9%,-4.8%
CCN(C(=O)COC(=O)c1cnc(C)cn1)C1CCCCC1,9.5%,-7.7%,nt,0.0%,-0.4%,0.0%,2.0%,-0.5%,22.8,2.8%,-1.9%
CC(=O)c1ccc(OCc2ccc(Oc3c(Cl)cccc3[N+](=O)[O-])cc2)cc1,2.5%,11.8%,0.4%,0.5%,-0.4%,-1.6%,0.8%[46.1 µM],-3.5%,12.0,-12.3%,-0.6%
CCCCCCCNC(=O)C1(CC2CC(c3cccc(Br)c3)=NO2)CCN(C(=O)CCCCCBr)CC1 (centres undefined),-13.3%,?,3.8%,-4.7%,-7.0%,-0.6%,-2.8%,-26.9%,5.5,-16.8%,-0.7%
Cc1cc(C)c(NC(=O)CO/N=C2\CCCc3nonc32)c(C)c1,-9.8%,1.1%,-3.8%,-2.4%,-0.1%,-0.5%,5.7%[46.1 µM],1.3%,1.4,-9.8%,-2.6%
O=C(c1sc2cccc(Cl)c2c1Cl)N1CCN(CCc2ccccn2)CC1,0.9%,-2.4%,4.8%,-4.9%,7.6%,-20.4%,10.7%,-0.1%,-8.4,-53.6%[inhibitor],-8.3%
COc1cccc(-c2cc(-c3cccnc3)nc(N)c2C#N)c1,22.6%,-0.9%,2.5%,-1.9%,1.7%,?,-7.8%,nt,-13.1,1.4%,11.8%
Cc1ccc(NC(=O)COC(=O)C2CC2)cc1S(=O)(=O)N1CCOCC1,6.0%,10.1%,3.5%,-0.1%,12.1%,-4.4%,3.5%,-0.5%,6.5,32.9%,nt
CN(C)S(=O)(=O)c1cccc(-c2csc(=Nc3ccccc3)n2CCCN2CCOCC2)c1,-1.9%,?,-19.2%,-5.2%,4.6%,?,3.1%,1.7%,-10.0,-35.0%,-6.4%
COc1ccc(CNCC(C)NCc2ccc(OC)c(OC)c2)cc1OC (centres undefined),6.1%,6.1%,5.9%,0.3%,-3.0%,-0.8%,0.2%,2.7%,1.9,-25.9%,-2.6%

# (cont.)
structure,Eya2 inh,ELG1 repair inh,AT treatment,PTAP TSG101 blk,Tb PFK block,BCR signal inh,TCR activator,S-ASM inh,TSHR antag,a7 integrin act,Mito fusion yeast
CCCCN(Cc1ccccc1)C(=O)c1cnc2n(c1=O)CCS2,4.0%,1.3%,0.1%,-6.6%,0.0%,-1.2%,5.9%,-1.5%,-0.5,1.4%,2.5%
CSc1sc(C)cc1/C=N/O,-3.9%,0.6%,-4.1%,-1.6%,-0.9%,?,0.0%,-0.5%,27.6,6.6%,2.7%
CCc1c(C)c2c(C)nn(-c3ccccc3)c2oc1=O,-10.2%,3.1%,6.1%,5.9%,2.5%,11.2%,-4.1%[46.1 µM],-7.2%,-14.1,-28.9%,20.6%
N#Cc1ccccc1S(=O)(=O)N1CCN(C(=O)CN2CCCC2c2cccs2)CC1 (centres undefined),5.0%,1.8%,-2.0%,-7.0%,6.8%,5.1%,7.0%,4.0%,17.8,-31.4%,2.7%
Cc1ccc2c(cnn2C(=O)CCCC(=O)NCc2ccc(Cl)cc2)c1,5.9%,22.7%,3.4%,-7.2%,2.8%,-22.2%,-3.6%,-8.1%,-15.0,24.5%,-3.4%
CCOc1cc(/C=N/Nc2nc(-c3cccs3)c(NC(C)=O)s2)ccc1O,-12.5%,?,-17.5%,-9.3%,-14.6%,-3.5%,-0.3%,1.7%,-5.0,-13.7%,3.4%
CCc1ccccc1NC(=O)C1CCCN(S(=O)(=O)c2ccc3c(c2)CC(C)N3C(C)=O)C1 (centres undefined),0.1%,?,9.0%,0.5%,4.8%,13.1%,-0.6%,-2.0%,?,-8.8%,2.5%
O=C(CCC1CCCN(Cc2ccc3c(c2)OCCO3)C1)NCc1ccc(F)c(F)c1 (centres undefined),4.6%,-4.4%,2.3%,-7.8%,-10.2%,5.2%,0.1%,2.3%,5.5,-13.7%,-3.3%
O=C(Nc1cccc(C(=O)O)c1)/C(=C\c1ccccc1)NC(=O)c1ccccc1,10.5%,17.2%,-0.3%,-0.4%,-2.7%,-0.9%,0.0%,5.3%,-16.9,-6.9%,-2.6%

# Assay outcomes: PubChem, National Center for Advancing Translational Sciences (NCATS)
